# Source: PubChem BioAssay (The Scripps Research Institute Molecular Screening Center)
# CHRM1 antagonist – human CHRM1 antagonism. CHO-K1 hM1, Fluo-8 calcium fluorescence, ACh EC80 antagonist. inhibition, % at 3 µM. hit rate 1.3% among 360,000. AID 588852;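 active means percent inhibition above its own plate's cutoff, namely the mean of that plate's compound wells plus 3 SD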;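 further: peak over basal fluorescence ratio during 140 s after agonist addition; 0% = ACh EC80 plus DMSO and 100% = DMSO alone without agonist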
# Target sequence (P11229 whole entry, looked up): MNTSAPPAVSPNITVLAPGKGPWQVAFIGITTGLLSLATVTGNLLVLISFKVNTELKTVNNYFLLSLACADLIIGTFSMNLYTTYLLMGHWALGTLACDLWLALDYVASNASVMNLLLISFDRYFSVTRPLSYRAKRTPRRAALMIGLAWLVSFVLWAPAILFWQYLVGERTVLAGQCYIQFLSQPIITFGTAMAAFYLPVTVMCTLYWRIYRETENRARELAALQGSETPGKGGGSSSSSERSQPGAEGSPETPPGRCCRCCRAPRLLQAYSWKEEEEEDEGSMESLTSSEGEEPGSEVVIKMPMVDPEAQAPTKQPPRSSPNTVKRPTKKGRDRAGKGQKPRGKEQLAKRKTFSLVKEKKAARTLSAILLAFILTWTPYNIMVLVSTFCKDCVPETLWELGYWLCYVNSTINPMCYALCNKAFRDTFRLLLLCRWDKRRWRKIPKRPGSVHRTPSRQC
# CHRM1 PAM – human CHRM1 positive allosteric modulation. hit rate 0.088% among 360,000. activation, % at 3 µM. CHO-K1 hM1, Fluo-8 calcium fluorescence, ACh EC20; 0% = ACh EC20, 100% = maximal ACh; in the data active means activation above about 19%, passing the limit was not always enough
# CHO-K1 Ca ag – nonselective activator or artifact in parental CHO-K1 cells. Fluo-8 calcium fluorescence; scaled to maximal ATP response, vehicle zero. activation, % at 3 µM. hit rate 0.48% among 360,000; in the data active means activation above about 15%;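 further: untransfected CHO-K1 host cells lacking M1 receptor as counterscreen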
# M1 ag – agonists of human M1 muscarinic receptor; P11229; CHO-K1 hM1, Fluo-8 calcium fluorescence, agonist mode; 0% DMSO, 100% acetylcholine EC100; activation, % at 3 µM; hit rate 0.33% among 360,000; AID 588814;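 active means activation above the run's mean compound activation plus 3 SD, cut at about 16% in these data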;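 further: peak over basal fluorescence ratio within a 140 s kinetic read after compound addition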
# TAAR1 ag – human TAAR1 agonism. Q96RJ0. CHO RD-HGA16 TAAR1, Fluo-8 calcium fluorescence; vehicle wells 0%, saturating PEA agonist 100%. activation, % at 3 µM. hit rate 0.99% among 360,000. AID 624467;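 active means activation above the mean activation of all test compounds in the run plus 3 SD, cut at about 38% in these data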
# Target sequence (Q96RJ0 whole entry, looked up): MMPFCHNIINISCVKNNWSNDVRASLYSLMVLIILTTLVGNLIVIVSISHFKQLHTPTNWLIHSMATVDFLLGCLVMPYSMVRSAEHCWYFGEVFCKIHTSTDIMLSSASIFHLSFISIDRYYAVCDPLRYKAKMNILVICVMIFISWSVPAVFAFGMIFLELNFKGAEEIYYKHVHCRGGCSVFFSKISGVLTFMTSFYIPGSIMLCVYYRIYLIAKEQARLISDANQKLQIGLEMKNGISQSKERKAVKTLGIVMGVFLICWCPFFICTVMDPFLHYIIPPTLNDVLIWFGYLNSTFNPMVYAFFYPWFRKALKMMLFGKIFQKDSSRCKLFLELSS
#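 Test system: RD-HGA16 (CHO) cells co-expressing Gα16 and hTAAR1 / Benchmarks: DMSO vehicle as 0%, PEA at EC100 as 100% / Repeats: no replicates (n 1) / Measure: % activation from peak over basal fluorescence ratio, DMSO-to-PEA scaled / Timing: 17-24 h plating, Fluo-8 75 min 37 °C, 30 min RT / Technique: kinetic Fluo-8 calcium fluorescence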
# CHO-K1 Ca antag – counter-screen for M1 antagonists: effect in parental CHO-K1 cells; AID 602250; ATP-induced calcium, Fluo-8 fluorescence; inhibition, % at 3 µM; hit rate 0.6% among 360,000;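 active means inhibition above a per-plate cutoff, the plate's mean sample inhibition plus 3 SD, cut at about 24% in these data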;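 further: 0% = DMSO plus EC80 ATP and 100% = DMSO alone without ATP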
# TAAR1 antagonist – human TAAR1 antagonism. hit rate 1.5% among 360,000. Q96RJ0. inhibition, % at 3 µM. CHO RD-HGA16 TAAR1, Fluo-8 calcium fluorescence, antagonist;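 active means inhibition above a per-plate cutoff, the mean inhibition of test compounds on that plate plus 3 SD, cut at about 49% in these data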;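 further: 0% = DMSO plus EC80 beta-PEA response and 100% = DMSO alone without agonist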
#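 System: CHO RD-HGA16 cells bearing hTAAR1. Reagent: EC80 β-phenethylamine stimulus. Schedule: seeding 17-24 h prior, 75-min 37 °C, 30-min RT dye loading. Signal: Fluo-8 intracellular calcium dye fluorescence, real-time kinetic reads. Read-out: % inhibition from peak post-agonist over basal fluorescence ratio. Benchmarks: vehicle wells and EC80 agonist wells. Replicates: n of 1.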
# M1 PAM parental – counter-screen for M1 PAMs: effect in parental CHO-K1 cells | AID 602247 | activation, % at 3 µM | ATP EC20, Fluo-8 calcium fluorescence; 0% at ATP EC20, 100% at ATP max | hit rate 0.02% among 360,000;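 active means activation above the run cutoff, the mean activation of all test compounds plus 3 SD, cut at about 40% in these data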;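 further: peak over basal fluorescence ratio in a 140 s read after ATP addition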
# CHO parental Ca – signal in parental CHO cells, OX1R antagonist counter-screen; parental CHO-K1, ATP-induced calcium, Fluo-8 fluorescence; inhibition, % at 5.6 µM; AID 463079; hit rate 0.63% among 330,000;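 active means inhibition above that plate's mean sample inhibition plus 3 SD, cut at about 26% in these data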;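 further: 0% = ATP-challenged DMSO wells and 100% = DMSO wells without ATP; some compounds past the cut are filed as inactive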
#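 Test system: parental CHO cells; detection: calcium-sensitive Fluo-8 fluorescence; evaluation: percent inhibition of calcium signal; also added: ATP as calcium-mobilizing challenge; repeats: one well per compound; control set: ATP-challenged DMSO wells low, unchallenged DMSO wells high; compound: single nominal dose of 5.6 µM per compound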
# * hit, by the source's call; . = not tested or not shown.
SMILES,CHRM1 antagonist,CHRM1 PAM,CHO-K1 Ca ag,M1 ag,TAAR1 ag,CHO-K1 Ca antag,TAAR1 antagonist,M1 PAM parental,CHO parental Ca
Cc1ccc(OCc2nc(-c3ccccc3)no2)cc1,-15,9,1.2,-4,-1,-17,-15,20,-10
Cc1cc(C(=O)CSc2nc(N)cc(=O)[nH]2)c(C)n1Cc1ccco1,11,-1,0.8,-5,-2,-1,-2,9,3
Cc1[nH]c2ccccc2c1C(O)CN1CCN(c2cccc(C(F)(F)F)c2)CC1 (stereo not drawn),4,-1,1.1,-4,11,-8,6,4,-7
O=C(CC1Nc2ccccc2NC1=O)NCc1cccnc1 (stereo not drawn),-5,2,0.0,-3,4,-13,-16,5,9
CCN(Cc1nc2ccccc2c(=O)[nH]1)C(=O)C1CC(=O)N(c2cccc3ccccc23)C1 (stereo not drawn),-3,1,0.4,-5,15,-11,5,-3,-24
Cc1ccsc1C(=O)OCC(=O)NCCCc1ccccc1,-14,8,0.3,-4,-1,-6,-4,7,-26
N#CCSc1nnc(-c2ccc(S(=O)(=O)N3CCOCC3)cc2)n1CC1CCCO1 (stereo not drawn),-5,4,0.4,-6,16,-5,3,5,-10
CCCNC(=O)[C@@H]1CCCN1C(=O)C1CCN(S(=O)(=O)c2ccc(C)cc2)CC1,-5,8,0.3,-1,0,-2,20,0,-11
Cc1c(C(=O)N(C)CCC#N)oc2ccc(S(=O)(=O)N3CC(C)CC(C)C3)cc12 (stereo not drawn),-4,3,4.8,-3,2,1,2,-9,10
CCC(C)NC(=O)c1ccccc1NC(=O)COc1ccc(OC)cc1 (stereo not drawn),-24,-3,0.8,-5,5,-2,7,14,.
Cc1ccc(CSCCNC(=O)CN(c2ccc(F)cc2)S(C)(=O)=O)cc1,-20,8,0.9,-3,1,-5,-3,5,-22
Cc1ccc(C)c(NC(=O)CCC(=O)NNC(=O)c2cccc([N+](=O)[O-])c2)c1,-9,2,0.4,-2,5,-11,10,12,7
COc1ccccc1C(=O)Oc1ccc2c(c1)O/C(=C\c1ccncc1)C2=O,3,-1,1.5,0,13,4,47,-9,-6
Cc1ccc2c(c1)c(N=Nc1cccc(C(=O)O)c1)c(O)n2C,1,8,-1.0,-1,4,1,-23,0,-4
COC(=O)/C(=C\c1c(OC)cc(OC)cc1OC)C(=O)c1ccc2c(c1)OCO2,6,-3,0.0,-3,3,3,15,-11,-7
O=C1C(=O)N(CNc2ccccn2)c2ccccc21,-17,15,0.6,-1,15,-15,-7,-1,1
Cc1ccc(S(=O)(=O)N2CCOCC2)cc1C(=O)NCc1ccc(F)cc1,9,-2,2.2,-3,5,12,23,8,-5
COCC1CCN(Cc2nc(-c3cccs3)no2)C1 (stereo not drawn),4,3,-0.4,-1,7,11,27,-13,-17
Cc1ccc(OCC(=O)N2CCC3(CC2)CC(=O)c2ccccc2O3)cc1,-5,4,0.9,-4,-2,-1,3,18,-13
COc1ccc(C(CNS(=O)(=O)c2ccc(C)cc2)N2CCN(C)CC2)cc1 (stereo not drawn),-15,8,1.6,-5,1,-9,-1,6,-27
CCCNC(=O)CN1CCN(S(=O)(=O)c2ccc(Br)s2)CC1,-5,6,1.1,-3,15,-15,2,8,-7
COc1ccc(-c2[nH]nc3c2C(c2ccccc2OC(=O)N2CCOCC2)C(C#N)=C(N)O3)cc1 (stereo not drawn),-3,1,-0.1,-6,2,15,15,-14,2
CN(C)C(=S)Nc1ccc(Cl)cc1,-2,4,0.0,-4,0,-12,-31,10,-6
O=C(NCc1ccco1)c1csc(Nc2ccccc2Cl)n1,-8,7,0.6,-7,-2,5,-5,2,-31
c1ccc(-c2nnc(SCC3CCCO3)nc2-c2ccccc2)cc1 (stereo not drawn),1,-6,0.6,-4,3,4,-32,-14,-1
Cc1ccc(Nc2cc(C(=O)NCCCN3CCOCC3)c3ccccc3n2)cc1C,-14,13,3.9,5,16,-1,14,22,-12
c1ccc2c(-c3nc(-c4ccncc4)no3)cccc2c1,-10,4,-0.4,-6,21,-26,8,31,-30
COC(=O)[C@H](C(C)C)N(Cc1ccccc1)S(=O)(=O)CCN1CCCC1,2,-2,0.0,-7,0,7,-15,5,-18
COC(=O)C1=CN(C)C=C(C(=O)OC)C1c1ccc(Cl)cc1Cl,-19,8,0.1,-2,1,-11,-2,21,-12
COC(=O)c1ccc(NC(=O)CSc2ccc(-c3ccccn3)nn2)cc1,-4,7,0.3,-2,1,14,-11,-14,-4
O=C(Nc1ccc(C(=O)N2CCC(N3CCOCC3)CC2)cc1)c1ccc(Br)o1,3,6,0.7,-5,1,-13,18,6,-4
O=C1N(Cc2cccc(Cl)c2)C[C@@H]2C[C@@H](c3cccn3-c3nccs3)N3CCC[C@@]123,5,-2,0.4,-8,-2,5,-22,10,-26
COC(=O)c1cccc(NC(=O)Cc2ccc(OC)cc2)c1C,-6,6,0.0,-1,6,3,-9,3,-14
Nc1ccccc1C=C1Cc2ccccc2C1=O,-12,2,5.7,1,2,-6,0,5,.
Cc1nn(CC(=O)Nc2ccc(Cl)cn2)c(C)c1Br,-8,7,0.6,-6,9,-16,-29,19,-12
Cc1nn(C(=O)CCC(=O)NCc2ccccc2Cl)c2ccccc12,-4,2,1.0,-3,-1,-9,5,-2,-9
CC(=O)Nc1ccc(-n2c(C)ccc2C)cc1,12,-2,0.0,-4,1,-1,5,-7,-1
COc1ccc2nc(Nc3nc(CSc4nc5ccccc5[nH]4)cc(=O)[nH]3)nc(C)c2c1,-6,7,-0.1,-6,-1,-6,-9,8,-19
CC1COc2ccccc2N1C(=O)c1ccc(Cl)cc1 (stereo not drawn),9,-3,0.8,-6,0,-13,-13,12,-8
O=C(CCN1C(=O)/C(=C\c2ccc(F)cc2)SC1=S)Nc1ccccc1,-18,15,0.6,-2,3,-22,-8,7,2

# Gathered by group, those above containing a thiophene ring, fused or not (3)
SMILES,CHRM1 antagonist,CHRM1 PAM,CHO-K1 Ca ag,M1 ag,TAAR1 ag,CHO-K1 Ca antag,TAAR1 antagonist,M1 PAM parental,CHO parental Ca
Cc1ccsc1C(=O)OCC(=O)NCCCc1ccccc1,-14,8,0.3,-4,-1,-6,-4,7,-26
COCC1CCN(Cc2nc(-c3cccs3)no2)C1 (stereo not drawn),4,3,-0.4,-1,7,11,27,-13,-17
CCCNC(=O)CN1CCN(S(=O)(=O)c2ccc(Br)s2)CC1,-5,6,1.1,-3,15,-15,2,8,-7

# Going on with the list.
SMILES,CHRM1 antagonist,CHRM1 PAM,CHO-K1 Ca ag,M1 ag,TAAR1 ag,CHO-K1 Ca antag,TAAR1 antagonist,M1 PAM parental,CHO parental Ca
CCCCc1nc2cc(C(=O)N3CCC[C@H]3CO)ccc2o1,0,4,0.1,-3,-1,-7,-4,15,-7
COc1ccc(Cl)cc1C(=O)OCC(=O)NC1CCCC(C)C1C (stereo not drawn),6,-3,0.0,-5,2,-7,5,-11,.
FC(F)(F)COc1nc(N2CCOCC2)nc(N(c2ccccc2)c2ccccc2)n1,3,-1,0.1,7,5,-29,42,0,-10
O=C(CSc1n[nH]c(=O)n1Cc1ccco1)Nc1ccccc1Cl,-18,14,0.2,-2,4,-3,-11,17,-10
CCN(CC)C(=O)Cn1cc(C(=O)C(=O)N2CCN(Cc3ccccc3)CC2)c2ccccc21,-12,11,0.9,-1,1,-5,-32,-9,-15
CSc1ccccc1NC(=O)CN(C)C(=O)CNC(=O)c1ccc(Oc2ccccc2)cc1,8,-11,6.2,0,5,1,10,-11,.
COC(=O)CN(c1cccc(C)c1)S(=O)(=O)c1ccccc1,-14,15,0.8,-1,-2,-7,-3,22,-13
Cn1c(=O)c2c(nc(Cl)n2CC(=O)NC2(C#N)CCCCC2)n(C)c1=O,26,-8,0.1,-2,4,11,-23,-16,-17
CCOC(=O)N1CCN(C(=O)Nc2ccc(NC(=O)N3CCN(C(=O)OCC)CC3)cc2)CC1,9,-11,4.0,12,8,14,9,-6,-12
O=C1NC[C@H](CCCCN2C[C@H](Cc3ccccc3)N(CC3CCCCC3)C(=O)C2=O)N(CC2CCCCC2)C1=O,.,.,0.9,.,1,-15,-8,6,.
COc1cc(C)c(-c2cc(C(=O)O)c(C)o2)cc1C(C)C,7,0,0.1,-3,-5,1,-14,11,-10
COc1ccc(OC)c(NC(=O)CSc2nc3scc(C)c3c(=O)[nH]2)c1,1,8,3.5,-7,1,-8,-17,15,-23
COc1cc(OC)cc(C(=O)NCCSCc2ccc(Cl)cc2)c1,7,-3,2.9,2,1,10,22,-9,-16
COc1ccc(S(=O)(=O)c2ccccc2)cc1NC(=O)c1c(F)cccc1F,4,-4,6.5,-4,2,2,1,2,0
CCCCOC(=O)CSc1nc(N)c(C#N)c(-c2ccc(OCC)cc2)c1C#N,-17,1,0.2,-2,1,27*,4,-5,-5
O=c1c(C(c2ccc(Cl)cc2)c2c(O)nc3n(c2=O)CCCS3)c(O)nc2n1CCCS2,6,-2,0.3,-3,3,-2,-32,9,-3
COc1ccc(C2c3c(-c4ccccc4)n[nH]c3C(=O)N2c2ccc(C(=O)O)cc2)cc1 (stereo not drawn),-20,16,-0.5,-3,1,4,-46,-15,-9
CC(=O)N1CCN(C(=O)CSc2ncnc3sc(C)c(C)c23)CC1,2,2,-0.4,-2,0,-2,12,-9,-11
CC(=O)c1ccc(-c2ccc(C(=O)NCC(c3ccc(F)cc3)N3CCOCC3)o2)cc1 (stereo not drawn),-16,3,14,1,9,-11,16,13,-14
O=C(c1cccc(OC2CCN(Cc3cccc(OCCO)c3)CC2)c1)N1CCCC1,4,-11,0.1,-6,1,5,-22,-11,-15
CCOc1ccc(CCNC(=O)c2cn(C)c3ccc(S(=O)(=O)N4CCOCC4)cc3c2=O)cc1OCC,5,5,5.7,5,21,-16,-17,3,-30
O=C(CSc1nnc2c(n1)[nH]c1ccccc12)NCc1ccco1,-8,2,0.8,-6,9,-21,1,2,-2
CN1C(=O)N(S(=O)(=O)c2ccc(F)c(F)c2F)C(=O)C1(C)C,-6,7,0.7,-3,3,-11,2,21,7
CCCNC(=O)C1CCN(c2ccc(S(=O)(=O)N3CCOCC3)cc2Cl)CC1,2,-1,3.0,-3,8,-15,-22,9,6
Cc1ccccc1C(=O)N1CCCN(C(=O)c2ccccc2C)CC1,-11,10,1.2,-2,6,-22,-13,31,-5

# Full records, looked up by structure. Order of values: CHRM1 antagonist, CHRM1 PAM, CHO-K1 Ca ag, M1 ag, TAAR1 ag, CHO-K1 Ca antag, TAAR1 antagonist, M1 PAM parental, CHO parental Ca
# Results for `CCOc1ccc(CCNC(=O)c2cn(C)c3ccc(S(=O)(=O)N4CCOCC4)cc3c2=O)cc1OCC` : 5, 5, 5.7, 5, 21, -16, -17, 3, -30
# Results for `CCCNC(=O)C1CCN(c2ccc(S(=O)(=O)N3CCOCC3)cc2Cl)CC1` : 2, -1, 3.0, -3, 8, -15, -22, 9, 6
